# High-throughput results (PubChem BioAssay)
# PI5P4K alpha inh: PI5P4K alpha (human) kinase inhibition | 1.2% of 330,000 active | max response, % | P48426 | AID 652105 | PI5P4Kalpha enzyme, ADP-Glo luminescence, 60 min; active compounds read low; active means max response of -50% or lower; inconclusive means between -30% and -50%; inactive means -30% or higher; further: value at the top dose of about 77 µM; on the % scale 0 is the no-effect control and ±100 the full control effect
#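 Single end-point luminescence (ADP-Glo) quantified ADP from PI5P4Kalpha turnover; ATP 5 microM final, 1 h at RT, 0.1% CHAPS and 0.28 mM EGTA in HEPES pH 7.4.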
# EPAC2 ag: EPAC2 (human) agonism | Q8WZA2 | EPAC2 activation, biochemical qHTS; response scale: 100% = 6.5 mM cAMP response | Potency, µM (top dose mostly 154 µM), for inactives: top-dose activation, usual class: activators | 0.079% of 360,000 active; further: potency means the concentration at half of the fitted maximal effect; nearly all actives have a fitted effect of over 50% in size
#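 EPAC2 (100 nM) mixed with Rap1B loaded with BODIPY-GDP (250 nM) plus 50 uM unlabeled GDP; compounds pinned in, 5 min RT, then read every 5 min for 30 min (ex 480, em 540 nm). Normalized to cAMP control.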
# IL-2 act: activators of IL-2. IL-2 activation reporter assay, cell-based qHTS; stimulated with anti-CD3/CD4/CD28 beads; in transgenic mouse T cells. activation, % (series mostly up to about 46 µM). 0.065% of 360,000 active. AID 652025; in the data active means activation above about 50%; inconclusive means mostly about 30% to 49%; further: 0% is about no effect
#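 Readout: EGFP and DsRed signals by fluorescent plate cytometry. Unstimulated transgenic mouse T cells received compound 60 min before antibody-bead stimulation, then incubated 18 h at 37 degrees C.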
# EPAC1 antagonist: EPAC1 (human) antagonism; AID 720709; O95398; Potency, µM (titrated, usually from 115 µM), inactives show top-dose activity change, negative = inhibition, hits mostly inhibitors; 0.14% of 360,000 active; EPAC1 GEF assay, Rap1b-BODIPY-GDP exchange fluorescence;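 further: potency means the concentration at half of the fitted maximal effect; plate controls were vehicle for no effect and positive control for full effect; nearly all actives have a fitted effect of over 50% in size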
# CCT modulator: cytosolic chaperonin activity modulation; purified chaperonin ATPase assay, HTRF ADP detection, 30 min; AID 651819; 0.3% of 360,000 active; activity change, % (no concentration beside the values), hits read low; in the data active means activity change below about -30%; further: on the % scale 0 is the no-effect control and ±100 the full control effect
#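 We incubate TRiC, 40 or 20 nM final, with library compounds at 76 uM and 10 uM ATP for 30 min at 37 °C. ADP formed is detected with Transcreener HTRF reagents after 30 min at room temperature.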
# EPAC1 ag: EPAC1 (human) agonism; O95398; EPAC1 agonist qHTS, biochemical assay; response scale: 100% = response to 6.5 mM cAMP; Potency, µM (highest dose often 154 µM), without a hit: at the top dose activation, hits mostly activators; 0.073% of 360,000 active; AID 720707; further: potency means the concentration at half of the fitted maximal effect; nearly all actives have a fitted effect of over 60% in size
#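 EPAC1 100 nM, Rap1B–BODIPY-GDP 250 nM, unlabeled GDP 50 uM; compound titration; 5 min RT; kinetic read ex480/em540 at 5-min intervals ×30 min; data normalized to 6.5 mM cAMP agonist control.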
# PLK1 PBD block: inhibitors of human PLK1 polo-box domain binding. P53350. Plk1 PBD binding of FITC phosphopeptide, fluorescence polarization. Potency, µM, for inactives: max response, negative = inhibition, hits mostly inhibitors. 2.8% of 360,000 active; further: potency means the concentration at half of the fitted maximal effect; series mostly up to about 57 µM; on the % scale 0 is the no-effect control and ±100 the full control effect; nearly all actives have a fitted effect of over 65% in size
# WRN inhibitor: WRN helicase (human) inhibition. Potency, µM (highest dose often 114 µM), for inactives: at the top dose activity change, negative = inhibition, most hits filed as inhibitors. WRN helicase unwinding, fluorescent forked duplex, kinetic. Q14191. 0.46% of 360,000 active; further: potency means the concentration at half of the fitted maximal effect; on the % scale 0 is the no-effect control and ±100 the full control effect; nearly all actives have a fitted effect of over 55% in size
# Target sequence (Q14191 whole entry, looked up): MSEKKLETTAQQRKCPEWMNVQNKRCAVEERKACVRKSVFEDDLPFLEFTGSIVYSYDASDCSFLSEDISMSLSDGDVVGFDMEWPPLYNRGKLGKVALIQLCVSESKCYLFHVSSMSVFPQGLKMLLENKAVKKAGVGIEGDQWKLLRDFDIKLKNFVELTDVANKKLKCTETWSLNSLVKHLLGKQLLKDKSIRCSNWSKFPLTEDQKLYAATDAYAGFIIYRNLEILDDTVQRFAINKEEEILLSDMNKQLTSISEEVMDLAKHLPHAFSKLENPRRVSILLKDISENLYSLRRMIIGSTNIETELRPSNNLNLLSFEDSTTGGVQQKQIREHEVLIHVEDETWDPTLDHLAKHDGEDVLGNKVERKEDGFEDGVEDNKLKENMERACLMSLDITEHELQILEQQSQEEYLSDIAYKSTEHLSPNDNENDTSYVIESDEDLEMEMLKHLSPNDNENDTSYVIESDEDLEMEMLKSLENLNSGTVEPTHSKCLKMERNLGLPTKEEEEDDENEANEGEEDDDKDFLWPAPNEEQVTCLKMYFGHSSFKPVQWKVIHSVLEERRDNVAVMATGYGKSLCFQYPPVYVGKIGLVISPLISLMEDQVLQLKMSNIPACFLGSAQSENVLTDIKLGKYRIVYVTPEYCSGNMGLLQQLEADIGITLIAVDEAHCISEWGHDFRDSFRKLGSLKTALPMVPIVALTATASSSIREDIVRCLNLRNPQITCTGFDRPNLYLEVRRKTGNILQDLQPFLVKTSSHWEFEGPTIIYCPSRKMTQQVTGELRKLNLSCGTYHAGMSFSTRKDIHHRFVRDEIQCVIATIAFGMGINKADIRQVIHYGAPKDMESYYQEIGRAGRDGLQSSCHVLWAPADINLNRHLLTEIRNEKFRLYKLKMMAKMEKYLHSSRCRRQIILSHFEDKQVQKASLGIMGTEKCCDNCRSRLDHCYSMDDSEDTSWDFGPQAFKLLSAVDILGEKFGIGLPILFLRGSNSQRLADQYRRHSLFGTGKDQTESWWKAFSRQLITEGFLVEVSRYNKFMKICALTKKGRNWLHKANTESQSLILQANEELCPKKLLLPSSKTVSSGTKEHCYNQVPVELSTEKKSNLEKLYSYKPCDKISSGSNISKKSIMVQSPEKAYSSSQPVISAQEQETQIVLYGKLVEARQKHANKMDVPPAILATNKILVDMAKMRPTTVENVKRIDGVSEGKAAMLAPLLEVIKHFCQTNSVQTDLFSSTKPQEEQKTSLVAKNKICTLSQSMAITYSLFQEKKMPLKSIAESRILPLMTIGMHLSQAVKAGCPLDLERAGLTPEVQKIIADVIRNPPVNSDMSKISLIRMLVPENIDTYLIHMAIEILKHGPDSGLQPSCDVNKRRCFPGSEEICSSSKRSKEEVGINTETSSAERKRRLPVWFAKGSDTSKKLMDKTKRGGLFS
#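 Enzyme (20 nM final) and test compound sit together 15 min at room temperature before substrate addition. Substrate is a single-forked duplex oligonucleotide (100 nM) labelled with fluorophore and quencher, with 2 mM ATP; helicase unwinding raises red fluorescence, read kinetically.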
# Numbers without * were called inactive; ? = inconclusive; nt = no result given; [ ] = another dose, or the depositor's remark. Unless noted, the call rests on the fitted dose curve; in most records, active means well fitted curve in the direction sought with a large enough effect; inconclusive means small, poorly fitted or top-dose-only effect, or another doubt; inactive means no such curve, though single readings can be large; an effect the other way counts as inactive or inconclusive. The list is partial; count on the stated rates, not on these rows.
SMILES,PI5P4K alpha inh,EPAC2 ag,IL-2 act,EPAC1 antagonist,CCT modulator,EPAC1 ag,PLK1 PBD block,WRN inhibitor
CC(=O)c1cc(C#N)c(SCc2ccncc2)nc1C,-20,6%,-0.6,8%,-8.5,1%,-11%,-11%
CCC1SC(CC)C(=O)N(CC(=O)NCCc2ccccc2)C1=O (configuration not stated),2,0%,0.0,-2%,1.8,-1%,-2%,3%
Cc1ccc(N2NC(C)(c3cccs3)NC2=S)cc1 (configuration not stated),7,11%,-2.3,-13%,-1.8,22%,?,-20%
CCOc1cccc(C(=O)Nc2ccc(N3CCCC3)cc2)c1,-6,2%,-3.4,-14%,-4.4,0%,-3%,-8%
FC(F)(F)c1cccc(CNC2c3ccccc3-c3ccccc32)c1,2,1%,-0.8,-14%,3.4,2%,0%,?
COc1cccc(-c2onc3ccc(C(C)=O)cc23)c1,2,1%,-1.0,10%,0.4,-1%,-4%,7%
CN(CC(=O)Nc1cccc(F)c1)C(=O)CCc1nc2ccccc2c(=O)[nH]1,-7,13%,-0.6,-2%,-2.0,-5%,4%,-9%
CC(C)Cc1nnc(NS(=O)(=O)Cc2ccccc2)s1,nt,11%,-1.8,-2%,-0.5,1%,?,-7%
Cc1cc(OCCOc2cccc3cccnc23)cc(C)c1Cl,1,-13%,-0.2,-6%,0.4,1%,4%,-5%
S=C1c2ccccc2CN1c1ccccc1,3,2%,-1.9,-5%,-1.2,15%,0%,0%
COc1cc(-c2nc(C(=O)NCC3CCCO3)cc3c2[nH]c2ccccc23)cc(OC)c1OC (configuration not stated),-1,7%,-0.9,-2%,1.0,-9%,-6%,-6%
CC1Cc2ccccc2N1C(=O)CSc1nccc(=O)[nH]1 (configuration not stated),3,4%,0.9,-11%,1.1,4%,-8%,6%
CC(=O)Nc1ccc(CNC(=O)C[N+]2(C)CCOCC2)cc1,-2,-3%,1.2,11%,-0.6,2%,0%,-1%
Cc1nn(C)c(C(=O)N/N=C/c2cccc(Oc3ccccc3)c2)c1Br,5,8%,-1.3,-3%,-3.6,13%,4%,-9%
Cc1ccc(S(=O)(=O)N2CCC(=O)N(CCO)CC2)cc1,-5,4%,-0.3,5%,-16,-22%,-3%,-2%
COc1ccc(CNS(=O)(=O)c2cc3c(cc2Cl)NC(=O)CO3)cc1,1,11%,-1.0,6%,-0.3,2%,-10%,3%
CC(=O)C1(O)C(C)CC2C3CC(F)C4(O)CC(O)CCC4(C)C3CCC21C (configuration not stated),-6,18%,0.8,-10%,-1.5,-2%,2%,5%
COc1ccccc1NC(=O)/C(C#N)=C/c1cc([N+](=O)[O-])ccc1N1CCCC1,0,?,9.3,-8%,-0.8,7%,11µM*,-4%
Cc1cccc(NC(=O)NC(C)CCc2ccccc2)c1 (configuration not stated),10,15%,0.0,-4%,-0.9,1%,3%,-7%
CSc1nnc(CNC(=O)c2ccccc2)n1-c1cccc(C)c1,3,15%,1.1,5%,-1.7,-2%,1%,1%
O=C(Nc1ccc(Cl)c(Cl)c1)Nc1ccc(N2CCCC2)c(S(=O)(=O)Nc2ccccc2Cl)c1,1,11%,-1.6,3%,-2.3,3%,-4%,-28%[57.1 µM]
CC1CCCCN1C(=O)c1ccccc1OC1CCN(S(C)(=O)=O)CC1 (configuration not stated),4,0%,4.6,19%,1.0,-2%,8%,-1%
O=C(C=C(O)c1ccc(Cl)cc1)C(=O)NNC(=O)C(O)(c1ccccc1)c1ccccc1,?,8%,-0.3,-11%,-1.3,6%,-15%,-6%
Cn1c(SCC(=O)c2c(N)n(C)c(=O)n(C)c2=O)nnc1-c1ccccc1,1,-5%,-2.4,6%,-1.7,1%,-10%,7%

# PLK1 PBD block, hit marks shown above.
mol | PI5P4K alpha inh | IL-2 act | EPAC1 antagonist | CCT modulator | PLK1 PBD block | WRN inhibitor
COc1ccccc1NC(=O)/C(C#N)=C/c1cc([N+](=O)[O-])ccc1N1CCCC1 | 0 | 9.3 | -8% | -0.8 | 11µM* | -4%

# More compounds:
SMILES,PI5P4K alpha inh,EPAC2 ag,IL-2 act,EPAC1 antagonist,CCT modulator,EPAC1 ag,PLK1 PBD block,WRN inhibitor
C/C(CC1CC(COCC(C)C)OC1=O)=N\NC(N)=S (configuration not stated),3,8%,-0.4,3%,2.5,3%,-3%,14%
CCOCCCNC(=O)c1oc2ccc(S(=O)(=O)N3CCOCC3)cc2c1C,6,5%,0.6,10%,-1.2,11%,-7%,0%
CC1CCCN(C(=O)CCCNC(=O)c2ccc(Cl)cc2)C1 (configuration not stated),-1,-5%,1.3,9%,-1.1,4%,8%,5%
CN(Cc1ccccc1)c1nc2nonc2nc1N1CCCC(CN2CCCC2=O)C1 (configuration not stated),12,4%,0.2,-23%,0.2,5%,-19%,-4%
COc1ccc(-c2cccc(C(=O)Nc3ccc(C)cc3)c2)cc1,nt,-2%,1.2,-9%,-1.0,17%,1%,1%
Cc1ccccc1-c1nnc(SCC(=O)NC2CCCC2)o1,3,6%,-0.1,9%,1.5,10%,-1%,6%
C=CCOC(=O)C1=C[C@H](c2ccc(C(F)(F)F)cc2)C[C@H](OCCCCO)O1,-6,-13%,0.4,-16%,-1.1,-26%,-23%,-2%
Cc1ccc2c(c1)cc(CN(Cc1ccco1)C(=O)COc1ccccc1)c1nnnn12,-11,-1%,1.8,-3%,-0.3,3%,24µM*,-2%
S=C(Nc1cccc(Cl)c1)N1CCOCC1,nt,5%,0.8,4%,-1.0,7%,-3%,-3%
O=C(C1CC1)N1CCc2cc(Br)c(S(=O)(=O)N3CCCCCC3)cc21,-2,16%,-0.3,-1%,1.5,10%,-3%,7%
Cc1cc(NC(=O)CCC(=O)N(Cc2ccco2)C2(C(=O)NC3CCCC3)CCC(C)CC2)no1 (configuration not stated),7,-12%,-0.6,11%,0.4,-17%,0%,-6%
CCN(CC)S(=O)(=O)c1ccc(N2CC(C(=O)NCCC3=CCCCC3)CC2=O)cc1 (configuration not stated),-1,-1%,-0.6,-2%,-2.0,-12%,3%,-6%
CC(C)CCN1C(Nc2ccccc2)=NC[C@@H]1C,8,3%,1.1,0%,0.6,4%,-3%,-2%
Fc1ccc(CN2CCCCCC2)c(F)c1,-3,10%,0.0,3%,-2.6,6%,-5%,0%
COc1ccc(-c2cc(C(=O)N3CCCC3)c3ccccc3n2)cc1,-4,6%,-3.5,-21%,-0.2,5%,?,-5%
O=C(O)C1C2CCC(O2)C1C(=O)Nc1cccc(Cl)c1 (configuration not stated),3,1%,-1.0,-4%,-0.5,10%,4%,6%
CC1CCCCN1CCNC(=O)C1CCCN(c2ncnc3c2nc2n3CCCCC2)C1 (configuration not stated),0,-4%,-1.4,-3%,-0.9,4%,-10%,-3%
COCCCNC(=O)CCn1nc(-c2ccc(Cl)cc2)ccc1=O,0,3%,2.4,-9%,-1.2,-2%,0%,0%
CCc1ccc(/C=C/c2c[nH]c3ccccc23)[n+](CC)c1,-5,4%,10,5%,0.9,-13%,12%,-5%[57.1 µM]
COc1ccc(CNC(=O)c2cccnc2SC)cc1OC,-3,6%,-6.0,14%,-6.7,-9%,-9%,5%
Cc1ccc(C(=O)C2=C(O)C(=O)N(Cc3cccnc3)C2c2ccc(N(C)C)cc2)o1 (configuration not stated),-10,1%,-2.3,6%,-1.7,2%,0%,0%
Cc1ccc(S(=O)(=O)Nc2cc3c(cc2N2CCOCC2)n(C)c(=O)c(=O)n3C)cc1,-1,-5%,-0.6,2%,-0.3,-7%,-15%,6%
CC1CCCCN1C(=O)Cn1c(=O)oc2ccccc21 (configuration not stated),-1,0%,-2.7,-4%,-5.5,-10%,-7%,2%
CC(C)(Oc1ccc(Cl)cc1)C(=O)Nc1c2c(nn1C(C)(C)C)CS(=O)(=O)C2,-3,-5%,-2.2,10%,0.6,-17%,1%,0%

# Random excerpt: two compounds from above
SMILES,PI5P4K alpha inh,EPAC2 ag,IL-2 act,EPAC1 antagonist,CCT modulator,EPAC1 ag,PLK1 PBD block,WRN inhibitor
O=C(O)C1C2CCC(O2)C1C(=O)Nc1cccc(Cl)c1 (configuration not stated),3,1%,-1.0,-4%,-0.5,10%,4%,6%
Fc1ccc(CN2CCCCCC2)c(F)c1,-3,10%,0.0,3%,-2.6,6%,-5%,0%

# (further entries)
SMILES,PI5P4K alpha inh,EPAC2 ag,IL-2 act,EPAC1 antagonist,CCT modulator,EPAC1 ag,PLK1 PBD block,WRN inhibitor
Cc1c(NS(=O)(=O)c2ccc3c(c2)Cc2ccccc2-3)c(=O)n(-c2ccccc2)n1C,-3,4%,1.0,5%,1.4,5%,1%,-5%
CCOC(=O)CCSc1cc(C)c2ccccc2n1,-9,11%,-0.5,-2%,0.4,-8%,?,3%
Cc1cc(C(C)(C)C)n2nc(C)c(-c3ccccc3)c2n1,1,4%,-0.7,-10%,-0.2,11%,-18%,3%
COc1ccc(NC(C)=O)cc1NC(=O)c1cccc(S(=O)(=O)N2CCc3ccccc32)c1,-2,13%,0.6,-28%,0.2,3%,2%,-12%
CS(=O)(=O)N1CCC(C(=O)Nc2cc(Cl)cc(Cl)c2)CC1,-11,7%,4.9,-7%,0.9,-2%,?,1%
CCOC(=O)C1CCCN(C(=O)c2ccc(Cl)c(S(=O)(=O)N3CCc4ccccc43)c2)C1 (configuration not stated),1,19%,-0.2,3%,-2.9,10%,-12%,0%
COc1cc2c(cc1O)[C@@H]1Cc3cc(O)c(OC)cc3[C@H](C2)N1C,0,5%,-0.1,-1%,-0.2,-12%,-1%,-2%
CCOC(=O)c1c(N)nn(C(=O)c2ccccc2F)c1-c1ccc(OC)cc1,-16,5%,0.6,-16%,-0.6,-3%,7%,-27%
Cc1ccc(CN2CCNC(=O)C2CC(=O)NCCCn2ncc3ccccc32)o1 (configuration not stated),1,4%,1.4,5%,-1.0,0%,-3%,-2%
CN1CCN(c2ccc(NC(=O)c3cc(Cl)c4c(c3)OCCO4)cc2)CC1,3,3%,-1.2,5%,-0.1,3%,-13%,-11%
C=CCc1ccc(OCC(O)CN2CCC(Cc3ccccc3)CC2)c(OC)c1 (configuration not stated),7,6%,1.2,-11%,-3.4,-1%,-3%,4%
CC(C)Cn1c(-c2ccc(Br)cc2)c[nH]c1=S,-22,-3%,-3.3,0%,-1.7,-1%,17µM*,-8%
O=C(Nc1ccc(Oc2ccccc2)cc1)C1CCN(c2c3c(nc4ncnn24)CCC3)CC1,nt,16%,-0.3,-8%,-1.6,11%,-8%,-8%

# Only CCT modulator, for some of the entries so far:
canonical_smiles | CCT modulator
Cc1c(NS(=O)(=O)c2ccc3c(c2)Cc2ccccc2-3)c(=O)n(-c2ccccc2)n1C | 1.4
CCOC(=O)CCSc1cc(C)c2ccccc2n1 | 0.4
